F-actin modifier: cytoskeleton assembly modification; HUVEC TNFa F-actin phalloidin imaging, high content; inhibition, % at 2 µM; 91,000 compounds, 0.18% hits; AID 836;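 active means inhibition above the batch mean plus 3 SD and confirmed as a hit by visual image inspection, cut at about 30% in these data, passing the limit was not always enough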; further: strong numbers were not always called active
sEH inh: inhibitors of human soluble epoxide hydrolase | 91,000 compounds, 0.34% hits | inhibition, % at 2 µM | AID 707 | recombinant human sEH enzymatic activity assay; in the data active means inhibition above about 80%; further: values of inactives mirror those of a sister screen read the other way; many of its hits are not listed in these tables
Target sequence (P34913 whole entry, looked up): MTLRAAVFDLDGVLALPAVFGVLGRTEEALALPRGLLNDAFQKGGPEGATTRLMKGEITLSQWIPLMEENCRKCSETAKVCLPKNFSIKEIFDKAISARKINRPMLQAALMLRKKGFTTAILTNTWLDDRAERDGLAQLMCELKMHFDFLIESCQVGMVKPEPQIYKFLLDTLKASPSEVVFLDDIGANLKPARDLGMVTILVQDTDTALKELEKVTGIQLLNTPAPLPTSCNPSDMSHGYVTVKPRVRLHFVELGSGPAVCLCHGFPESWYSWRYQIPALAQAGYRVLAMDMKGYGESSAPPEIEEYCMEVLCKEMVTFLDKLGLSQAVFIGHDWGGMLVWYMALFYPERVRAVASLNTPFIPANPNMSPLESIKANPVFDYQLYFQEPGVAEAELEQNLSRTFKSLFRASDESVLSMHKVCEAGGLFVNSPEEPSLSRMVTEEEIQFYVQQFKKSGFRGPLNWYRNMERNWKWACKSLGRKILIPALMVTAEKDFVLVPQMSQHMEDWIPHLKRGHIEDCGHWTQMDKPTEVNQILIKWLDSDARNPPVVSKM
VCAM1 TNFa inh: reduces TNF alpha induced VCAM1 expression in HUVEC | 95,000 compounds, 0.48% hits | inhibition, % at 2 µM | HUVEC TNFa-induced VCAM-1 immunofluorescence, high-content imaging;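 active means inhibition above the batch mean plus 3 SD, with images confirmed as a hit by eye, cut at about 37% in these data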;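 further: 0% = TNF-stimulated DMSO wells and 100% = unstimulated control wells; not every result past the cut was called active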
E coli WT exp: blocks growth of wild type E. coli BW25113 | OD600 absorbance | growth inhibition, % at 100 µM | 98,000 compounds, 0.15% hits | AID 710;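 active means growth inhibition above about 50% at one test dose, limit read from the data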;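 further: growth measured after 20 h incubation at 37 °C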
TNFa cytotox: toxic to HUVEC cells under TNF alpha stimulation; HUVEC TNFalpha-stimulated, Hoechst cell count, imaging; cell count reduction, % at 2 µM; 93,000 compounds, 0.17% hits; AID 848;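 active means cell count reduction exceeding the screen mean by over 5 SD, scaled to untreated wells per plate, cut at about 78% in these data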;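 further: cells counted after 24 h of TNF alpha exposure following the 1 h pretreatment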
IL1B cytotox: HUVEC cytotoxicity counter-screen, IL-1B stimulated; cell count reduction, % at 2 µM; 94,000 compounds, 0.41% hits; HUVEC cell count loss, Hoechst imaging; AID 845;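 active means cell count reduction more than 3 SD above the screen-wide mean, cut at about 70% in these data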;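 further: normalized per plate to untreated control cells as the no-loss baseline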
PLK1 kinase inh: inhibitors of human PLK1 kinase. P53350. recombinant PLK1 kinase, TR-FRET peptide phosphorylation. inhibition, % at 10 µM. 97,000 compounds, 0.53% hits. AID 619;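 active means inhibition of 50% or more in the single-concentration screen; inactive means inhibition below 50%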;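 further: 0% = DMSO max control and 100% = H-89 dihydrochloride min control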
Plk1 PBD FP: Plk1 (human) PBD binding inhibition; P53350; Plk1 PBD phosphopeptide binding, fluorescence polarization; inhibition, %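 (tested at about 20 µM)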; 97,000 compounds, 0.13% hits; AID 693; in the data active means inhibition above about 34%, passing the limit was not always enough
hDAT+cocaine: human DAT dopamine uptake with cocaine, either direction; Q01959; LLC-PK1 hDAT cells, [14C]-dopamine uptake with cocaine IC80; actives deviate in either direction; B-score at 10 µM; 110,000 compounds, 1.3% hits;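 active means Z score or B-score, a plate-position-corrected score, falls beyond the plate's 99.7% confidence bounds, in either direction; inactive means both scores lie inside the 99.7% bounds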;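 further: scored against the spread of the other compound wells on the same plate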
* hit, by the source's call; · = not tested or not shown.

SMILES	F-actin modifier	sEH inh	VCAM1 TNFa inh	E coli WT exp	TNFa cytotox	IL1B cytotox	PLK1 kinase inh	Plk1 PBD FP	hDAT+cocaine
CCOC(=O)c1ccc(Nc2c(CC)c(C)nc3ncnn23)cc1	-5.4	-19.6	-46.3	-3.0	-3.7	-55.3	-9.1	-19.5	0.501
CC(Oc1ccc(Cl)cc1Cl)c1nc(-c2ccc(NC(=O)c3ccncc3)cc2)no1 (stereo unspecified)	-28.7	8.5	-10.7	·	5.7	·	-11.9	1.9	-1.37
O=c1nc2n(c3ncccc13)CCC2	-15.5	-0.8	3.2	0.0	3.2	1.6	-0.5	-7.2	-1.23
c1ccc(-c2ccc3c(c2)c2c4n3CCN=C4CCC2)cc1	7.9	-1.7	-8.9	36.0	-8.7	-18.0	-11.4	13.2	1.66
Cc1cc(NC(=O)CSc2nc(C3CC3)nc3sc(C)c(C)c23)no1	7.1	-4.2	2.9	-9.0	-9.6	10.6	-13.3	10.5	-0.277
Cc1cccc(N2CCCn3c2nc2c3c(=O)n(CCN3CCOCC3)c(=O)n2C)c1	-3.6	-9.0	-22.1	-4.0	5.7	-6.5	-5.7	-10.8	0.0573
COc1ccc(NC(=O)c2cccc(NC(=O)c3ccco3)c2)c(OC)c1	-27.0	11.3	11.8	2.0	-11.9	9.5	0.8	-10.0	0.868
CCc1ccc(-n2c(SCc3c(C)noc3C)nnc2-c2ccncc2)cc1	-8.4	0.8	11.6	4.0	6.1	17.0	-4.6	6.6	-0.0666
COc1cccc(-c2ccc(-c3noc(-c4cccs4)n3)c(OC)n2)c1	1.7	5.7	-0.7	-9.0	24.0	-14.3	-44.5	-7.9	-0.993
CCc1sc(NS(C)(=O)=O)nc1-c1ccccc1	-1.9	-1.5	32.2	-4.0	6.2	7.3	-7.4	-1.6	-0.114
CCN1CCCC1CNC(=O)COc1cc(=O)n(C)c2ccccc12 (stereo unspecified)	28.7	-8.1	-2.0	1.0	-14.5	-11.9	-14.2	-0.9	-0.239
O=C1c2ccccc2C(=O)N1c1ccc(Cl)cn1	-2.8	1.1	14.9	-3.0	-2.9	4.8	-2.7	-25.6	-0.573
Clc1ccc(OCc2cn3cccnc3n2)c2ncccc12	0.9	-4.2	4.8	7.0	3.8	-65.8	-10.8	18.0	-0.0554
COc1cccc(-n2c(SC3CCOC3=O)nc3ccccc3c2=O)c1 (stereo unspecified)	2.9	4.3	-0.5	0.0	-16.4	1.5	-11.2	1.7	-1
O=C(Oc1nsnc1N1CCOCC1)N1CCCCC1	-0.8	-32.7	5.1	·	-9.4	-83.3	-11.1	13.4	0.435
COC(=O)c1ccc(CSc2nc(C)nc3sc(C)c(C)c23)o1	0.2	-1.4	-35.3	-13.0	-4.6	22.7	-8.3	0.5	-0.261
COc1cc(S(=O)(=O)N(Cc2ccccn2)Cc2ccccc2Cl)ccc1-n1cnnn1	-13.9	8.7	35.3	·	3.7	0.0	-8.2	16.4	-0.446
O=C(Nc1cccnc1)c1c(F)cccc1F	12.6	2.9	-4.7	3.0	4.8	22.6	-8.0	8.4	0.432
CC(=O)N1CCN(C(=O)CCc2c[nH]c3ccccc23)CC1	17.6	3.0	-10.2	1.0	2.9	-28.7	0.5	-15.1	-0.455
CC(C)(C#N)Nc1ccccc1	20.5	8.3	·	-1.0	·	-7.4	-11.7	7.7	-0.271
COC(=O)c1sccc1NC(=O)CSc1nnnn1-c1ccccc1C	5.6	17.9	-2.8	-5.0	-17.2	-15.7	-0.8	16.9	-0.717
COc1ccc(C(O)P(=O)(O)CCc2ccccc2)cc1 (stereo unspecified)	0.7	6.4	4.2	2.0	-21.5	-18.0	-7.4	-21.9	-2.4
N#C/C(=C1/CCCCCN1)c1nnc2n1CCCCC2	·	-2.6	3.0	6.0	-32.0	-54.9	-17.1	9.8	0.27
COc1cc([N+](=O)[O-])ccc1N/C=C/C(=O)c1cccs1	-39.5	-12.2	30.0	-13.0	10.0	-13.7	-10.1	-15.7	0.37
CCOC(=O)C(C)c1n[nH]c(=O)c2ccccc12 (stereo unspecified)	-2.1	-4.6	10.8	5.0	2.1	-20.0	-13.1	8.2	0.618
O=C(NCC(=O)N(Cc1ccccc1)C(C(=O)NC1CCCC1)c1ccncc1)c1ccco1 (stereo unspecified)	-20.0	12.1	17.4	·	-4.8	20.4	-10.0	14.2	-1.26
CCN1CCN(C(c2cccs2)C(C)NC(=O)c2cccc(OC)c2OC)CC1 (stereo unspecified)	9.7	·	-0.3	1.0	-15.4	-9.5	-3.1	19.0	-0.053
O=C(NCC(c1cccnc1)N1CCN(c2ccc(F)cc2)CC1)c1ccc(F)cc1 (stereo unspecified)	-13.7	7.8	-11.5	1.0	-0.4	-14.3	17.4	11.6	3.15*
CCCCN(CC)C(=O)CN(C)S(=O)(=O)c1cccc2nsnc12	·	7.9	·	-2.0	·	·	-7.8	-6.2	0.0411
CC(=O)NS(=O)(=O)c1ccc(NS(=O)(=O)c2ccc(F)cc2)cc1	-2.9	-1.0	-8.5	-11.0	-18.6	-0.3	3.9	-17.1	-0.107
O=[N+]([O-])c1ccc(C2CNC(c3ccccc3)O2)cc1 (stereo unspecified)	7.0	-1.4	10.3	·	6.2	12.7	-6.2	-18.1	-0.86
O=C1CNC(=O)/C1=C\N1CCN(C(c2ccccc2)c2ccccc2)CC1	10.0	·	4.9	9.0	-23.3	-4.6	6.1	-29.2	0.847
COC(=O)c1ccc(COC(=O)c2ccc(S(=O)(=O)N3CCC(C)CC3)cc2)o1	1.1	-9.8	3.2	-17.0	-11.4	-5.4	7.6	15.5	-0.0516
O=C(c1ccccc1)N1CCCC(c2nc3c(nnn3Cc3ccccc3)c(=O)[nH]2)C1 (stereo unspecified)	-10.2	2.0	-66.6	6.0	-28.3	-18.8	-7.1	-12.4	2.16
CCOC(=O)CSC1=NC(=O)/C(=C\c2ccc(OC(C)=O)cc2)S1	-15.4	-7.3	22.0	-10.0	-20.6	-24.1	15.4	-35.3	-0.239
O=C1C2CCCN2C(c2ccc(F)cc2)N1c1nccs1 (stereo unspecified)	4.6	·	-7.8	-2.0	-23.2	-26.1	-2.6	12.1	0.000612
CC(=O)NC1(C(F)(F)F)C(=O)Nc2c1c(=O)[nH]c(=O)n2Cc1ccco1 (stereo unspecified)	9.2	-2.6	-9.8	5.0	-18.8	-7.8	-5.8	-16.2	-0.104
O=C1/C(=C\c2ccccc2)CCc2c1[nH]c1ccccc21	-25.1	-18.2	-6.3	-14.0	-11.2	5.8	-14.6	-3.2	0.692
Cc1ccc(C(=O)CSc2n[nH]c(-c3ccco3)n2)cc1C	-15.9	8.9	1.7	-5.0	-25.7	-8.2	-8.1	7.1	1.08
CN(CCO)c1ncnc2nc[nH]c12	-3.6	-15.5	-6.1	-1.0	1.6	6.3	16.7	-3.3	-0.656

Retrieved by structure from above:
SMILES	F-actin modifier	sEH inh	VCAM1 TNFa inh	E coli WT exp	TNFa cytotox	IL1B cytotox	PLK1 kinase inh	Plk1 PBD FP	hDAT+cocaine
Cc1ccc(C(=O)CSc2n[nH]c(-c3ccco3)n2)cc1C	-15.9	8.9	1.7	-5.0	-25.7	-8.2	-8.1	7.1	1.08
O=C(c1ccccc1)N1CCCC(c2nc3c(nnn3Cc3ccccc3)c(=O)[nH]2)C1 (stereo unspecified)	-10.2	2.0	-66.6	6.0	-28.3	-18.8	-7.1	-12.4	2.16
O=C1C2CCCN2C(c2ccc(F)cc2)N1c1nccs1 (stereo unspecified)	4.6	·	-7.8	-2.0	-23.2	-26.1	-2.6	12.1	0.000612
O=C1CNC(=O)/C1=C\N1CCN(C(c2ccccc2)c2ccccc2)CC1	10.0	·	4.9	9.0	-23.3	-4.6	6.1	-29.2	0.847

(more compounds)
SMILES	F-actin modifier	sEH inh	VCAM1 TNFa inh	E coli WT exp	TNFa cytotox	IL1B cytotox	PLK1 kinase inh	Plk1 PBD FP	hDAT+cocaine
CC1Cc2ccccc2N1Cc1cc(=O)n2ccsc2n1 (stereo unspecified)	27.5	-10.7	-0.9	6.0	4.5	8.6	-12.4	-5.6	-0.0495
CC(C)(C)S(=O)(=O)c1ccccc1C(=O)O	-26.4	3.2	11.4	3.0	-21.4	7.2	-4.1	21.0	-0.486
Cc1ccc(-c2cc(-c3ccccc3)c(C#N)c(N)n2)o1	13.1	-19.3	-1.7	-1.0	-25.9	-14.4	5.0	8.0	-0.559
CC(C)(CC(=O)O)Cc1nc(-c2ccc(Cl)cc2)no1	11.5	-2.4	19.0	-4.0	17.1	-20.0	-18.3	2.0	0.857
Cc1ccc(OCC(=O)NCc2cccs2)cc1	8.7	-4.9	28.2	0.0	-10.8	-14.4	-16.4	13.3	-0.616
COc1ccc(Cl)cc1N1CC(c2nc3ccccc3[nH]2)CC1=O (stereo unspecified)	13.0	-8.5	3.7	5.0	-6.2	8.4	-15.8	3.3	0.871
CCOc1cc(C(N)=O)cc(Br)c1OCC	3.7	6.4	7.3	-3.0	-32.0	12.5	-11.5	23.6	0.475
Cc1cc(NC(=O)C(C)C)ncc1NC(=O)c1cccc(F)c1	19.6	-1.1	-2.9	9.0	0.0	65.8	-11.6	-17.0	0.971
COc1cc(C(=O)NCCC(=O)NCCN2CCOCC2)cc(OC)c1OC	41.1	6.0	6.0	1.0	-23.8	19.9	-15.5	-1.9	-1.6
COc1cccc(C(=O)Nc2ccc(-c3nnc(-c4ccco4)o3)cc2)c1	-2.4	4.1	2.0	-7.0	-13.2	-22.5	-17.8	12.4	0.648
Cc1cc(NC(=O)CN2CCC(O)(c3cccc(F)c3)CC2)no1	12.2	2.8	-6.0	3.0	14.4	-14.2	-8.2	-28.5	1.98
c1ccc(N2CCN(c3nc4cc5c(cc4s3)OCCO5)CC2)cc1	-17.1	9.1	11.9	-9.0	-52.1	-11.5	-2.3	6.3	-0.0145
Cc1ccc(/C=N/n2c(C)nnc2C)cc1	12.1	9.4	7.2	-10.0	-24.5	-24.0	-14.4	7.1	-0.348
Cc1nonc1NC(=O)c1ccccc1Br	-3.5	-19.2	14.3	-2.0	-15.0	-7.3	-5.6	-28.6	-0.301
CCOC(=O)C1=C(O)CCn2c1nc1ccccc12	-9.8	·	7.2	-2.0	1.4	-0.3	-1.4	-37.7	-0.267
CC(C)(C)NC(=O)c1cccc(NC(=O)c2ccco2)c1	7.7	-0.3	16.1	·	-36.6	-24.4	-16.7	0.2	-0.834
COc1cccc(-n2nc3c(-n4ncc(C#N)c4N)nnc(C)c3c2C)c1	4.1	-3.1	4.6	·	-18.8	15.4	-8.2	-12.2	0.484
CCc1nc(C)cn1S(=O)(=O)c1cc(C)c(OC)c(C)c1C	-5.1	-1.8	7.1	-5.0	-20.4	-5.2	-9.9	-25.7	-0.133
N#Cc1cc2c(nc1SCC(=O)N1CCCCC1)CCCCC2	-2.1	-12.0	6.6	2.0	-17.8	-13.4	-16.5	-7.0	0.352
CC(=O)N1CCN(CC(=O)Nc2c(Cl)cccc2Cl)CC1	-4.1	0.0	-8.5	-4.0	7.9	5.9	-2.6	16.4	-0.368
CCCC(=O)N(Cc1cc2cccc(C)c2[nH]c1=O)c1ccccc1OC	-12.1	-3.4	10.2	27.0	-5.5	-5.2	-4.7	-10.0	-0.324
Cc1ccc2c(c1)OC(=O)CC2c1ccccc1 (stereo unspecified)	2.9	-1.1	1.6	9.0	-2.3	-9.5	-5.5	25.9	0.136
CCC(CC)C(=O)N1CCN(Cc2ccc3c(c2)OCO3)CC1	·	3.3	24.7	3.0	-30.2	-9.5	0.1	10.2	0.0442
CC1=CC2(O)OCCN(CCO)C2=CC1=O (stereo unspecified)	-3.9	4.9	-6.5	·	8.6	9.1	-3.2	12.4	-1.17
CCn1c(C)nc2cc(S(=O)(=O)C(F)(F)F)ccc21	-6.2	1.2	-10.3	·	-21.2	19.5	-11.2	13.4	0.025
COc1ccc(OC)c2[nH]c(=O)c(CCNC(=O)C(C)C)cc12	4.7	-25.1	6.5	-3.0	-3.9	-20.0	-12.3	2.1	0.237
